Screening results from PubChem.
KDM5B inhibitor = Primary screen for KDM5B Histone Demethylases FDH-coupled qHTS | Lysine-specific demethylase 5B (Homo sapiens), Q9UGL1 | KDM5B demethylase, FDH-coupled NADH fluorescence (FDH is formaldehyde dehydrogenase) | Potency, µM (titrated, usually from 57.7 µM), inactives show at the top dose activity change, negative = inhibition, hits mostly inhibitors | actives 2.6% (n = 220,000) | AID 1347165, 2019; active = well fitted inhibition curve with a large enough effect; inconclusive = small, poorly fitted or top-dose-only effect; inactive = no such curve, though single readings can be large or run the other way; note: 0% is about no effect; nearly all actives have a fitted effect of over 70% in size
Target sequence (Q9UGL1 whole entry, looked up): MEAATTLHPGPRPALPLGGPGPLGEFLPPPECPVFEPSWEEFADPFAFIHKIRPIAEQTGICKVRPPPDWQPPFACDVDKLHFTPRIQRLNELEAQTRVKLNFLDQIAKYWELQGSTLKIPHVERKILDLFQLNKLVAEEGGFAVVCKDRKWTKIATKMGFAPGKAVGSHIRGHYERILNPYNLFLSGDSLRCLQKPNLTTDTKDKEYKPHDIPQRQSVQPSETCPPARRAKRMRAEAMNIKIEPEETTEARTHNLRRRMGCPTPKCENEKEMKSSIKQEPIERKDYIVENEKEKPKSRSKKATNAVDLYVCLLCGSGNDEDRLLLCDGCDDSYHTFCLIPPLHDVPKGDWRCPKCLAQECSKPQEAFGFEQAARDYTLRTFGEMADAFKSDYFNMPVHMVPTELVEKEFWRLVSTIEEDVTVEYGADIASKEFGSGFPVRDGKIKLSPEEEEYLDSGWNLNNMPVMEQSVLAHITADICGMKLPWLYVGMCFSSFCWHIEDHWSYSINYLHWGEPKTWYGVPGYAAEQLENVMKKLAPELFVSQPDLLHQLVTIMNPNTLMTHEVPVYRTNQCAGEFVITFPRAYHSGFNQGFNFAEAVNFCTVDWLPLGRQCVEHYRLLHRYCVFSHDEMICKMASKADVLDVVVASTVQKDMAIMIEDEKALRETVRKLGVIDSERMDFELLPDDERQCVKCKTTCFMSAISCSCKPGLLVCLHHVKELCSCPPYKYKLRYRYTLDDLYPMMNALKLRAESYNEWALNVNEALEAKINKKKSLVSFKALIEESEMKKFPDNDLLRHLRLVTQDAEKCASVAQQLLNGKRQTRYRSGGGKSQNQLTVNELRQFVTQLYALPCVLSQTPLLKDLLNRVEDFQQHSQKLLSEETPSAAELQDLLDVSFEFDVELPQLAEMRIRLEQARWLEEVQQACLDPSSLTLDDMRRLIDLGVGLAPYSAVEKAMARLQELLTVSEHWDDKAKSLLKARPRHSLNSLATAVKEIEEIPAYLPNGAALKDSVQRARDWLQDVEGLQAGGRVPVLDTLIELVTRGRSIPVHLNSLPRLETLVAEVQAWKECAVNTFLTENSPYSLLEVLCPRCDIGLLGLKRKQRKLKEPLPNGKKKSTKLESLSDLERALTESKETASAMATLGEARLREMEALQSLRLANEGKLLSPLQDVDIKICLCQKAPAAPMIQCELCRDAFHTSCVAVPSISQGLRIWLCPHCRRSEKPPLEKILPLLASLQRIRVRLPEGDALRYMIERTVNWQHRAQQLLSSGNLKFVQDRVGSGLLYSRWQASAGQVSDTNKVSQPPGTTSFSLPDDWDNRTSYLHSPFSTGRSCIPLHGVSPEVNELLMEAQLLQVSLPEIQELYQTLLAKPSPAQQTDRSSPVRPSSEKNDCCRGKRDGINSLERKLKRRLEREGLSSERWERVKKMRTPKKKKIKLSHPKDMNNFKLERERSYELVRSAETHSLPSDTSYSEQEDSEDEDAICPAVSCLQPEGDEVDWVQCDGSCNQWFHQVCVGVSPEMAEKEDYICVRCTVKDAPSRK
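Measured: NADH fluorescence change, 30 min, RT. System: KDM5BΔAP 200 nM final, H3K4me3 peptide, α-KG, Fe(II), ascorbate, NAD⁺ plus FDH, pH 7.5 HEPES. Compounds: titrated, 10 min pre-incubation with enzyme.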
* = called active by the depositor; i = inactive; ? = inconclusive; & = joins results of further samples; [ ] = remark or other dose. Potency is the fitted concentration of half-maximal effect.

SMILES	KDM5B inhibitor
COc1ccc2c(c1)c(C(C(=O)O)N1CCN(C(C)=O)CC1)cn2CCC(=O)O (configuration not stated)	-18%
CNC(=O)NC(=O)CSc1cc(C)c2ccccc2n1	13%
CCn1c(CN2CCOCC2)nc2cc(NC(=O)c3ccc([N+](=O)[O-])cc3)ccc21	?
CC1=C(C(=O)Nc2ccc(C)cc2C)C(c2ccccc2C)n2ncnc2N1 (configuration not stated)	-17%
CCOc1ccccc1NC(=O)CSc1nc2nc(-c3cccs3)cc(C(F)(F)F)c2c(=O)[nH]1	?
CCOC(=O)C1(Cc2cccc(OC)c2)CCCN(C(=O)CCn2ccnc2C)C1 (configuration not stated)	29%
Cc1c(NC(=S)N/C(=N/S(=O)(=O)c2ccccc2)c2ccccc2)c(=O)n(-c2ccccc2)n1C	-23%
O=CNc1ccc(O)cc1	-23%
CCCc1cc(=O)oc2c(C)c(OCC(=O)OC(C)C)ccc12	?
COCC1CN(C)CC12CCN(Cc1ccc(F)c(Cl)c1)CC2 (configuration not stated)	28µM*
CN(C)c1cccc(-c2cnc(Nc3ccncc3)c3c2CCO3)c1	28µM*
COCC(C)n1c(C)cc(C(=O)Cn2cnc3scc(-c4ccc(C)cc4)c3c2=O)c1C (configuration not stated)	?
COc1cc(/C=C2\SC(=S)N(NC(=O)c3ccc(O)c(OC)c3)C2=O)ccc1O	2%
CCOc1ccc(NC(=O)c2cc3c(C)nn(-c4ccccc4)c3s2)cc1	?
Cc1nccn1CCNC(=O)CCC[C@H]1NC[C@@H]2C[C@H]1CN(Cc1ccccc1)C2	-6%
Cc1ccccc1C(=O)Nc1ccccc1N1CCN(C(=O)c2ccccc2)CC1	-2%
CCOC(=O)C1=C(Nc2ccccc2)O/C(=C\c2ccc(OC(F)F)cc2OC(F)F)C1=O	?
Cc1cc(Cn2cc3c4c(cccc42)[C@H](CC(C)C)N[C@H](C(=O)NC(C)C)C3)no1	?
Cc1cc(N2CCCCC2)nc2ccc(NC(=O)c3ccc(F)cc3)cc12	?
CC(=O)c1cccc(NC(=O)Cc2c(C)c3c(O)cc(C)cc3oc2=O)c1	2%
CNC(=O)[C@@H]1C[C@@H](O)CN1C1CCN(C(=O)CCCc2ccccc2)CC1	-21%
Cc1cccc(-n2nnnc2C2(Nc3ccccc3)CCCCC2)c1	-4%
Cn1c(=O)c2c(nc(CN3CCN(CCO)CC3)n2CCCO)n(C)c1=O	13%
Cc1ccc(C)c(NC(=S)N2CCN(S(C)(=O)=O)CC2)c1	12%
Cc1nnc2ccc(NC3CCCC3)nn12	?

5 entries from above, bar-delimited:
compound | KDM5B inhibitor
CCn1c(CN2CCOCC2)nc2cc(NC(=O)c3ccc([N+](=O)[O-])cc3)ccc21 | ?
Cc1nccn1CCNC(=O)CCC[C@H]1NC[C@@H]2C[C@H]1CN(Cc1ccccc1)C2 | -6%
CN(C)c1cccc(-c2cnc(Nc3ccncc3)c3c2CCO3)c1 | 28µM*
COc1ccc2c(c1)c(C(C(=O)O)N1CCN(C(C)=O)CC1)cn2CCC(=O)O (configuration not stated) | -18%
CC(=O)c1cccc(NC(=O)Cc2c(C)c3c(O)cc(C)cc3oc2=O)c1 | 2%

Carrying on.
SMILES	KDM5B inhibitor
O=C(CC1CCCC1)N1CC2CC(C1)[C@H]1CCCC(=O)N1C2 (some centres not stated)	-2%
CC(=O)Nc1cccc(-c2cnc3n[nH]c(-c4ccc5c(c4)OCO5)c3n2)c1	?
CCNC(=O)N[C@@H]1C=C[C@@H](c2c(C)nn(-c3ccccc3[N+](=O)[O-])c2C)C1	?
COc1cc(C(=O)Nc2ccc3c(c2)nc2n3CCN(C(C)C)C2)cc(OC)c1OC	?
COC(=O)N/N=C/c1ccccc1OCC(=O)O	-5%
Cc1cc(C)c(C(=O)N2CCCC3(CN(C)C(=O)O3)C2)cn1 (configuration not stated)	42%[activator]
O=C(O)C[C@@H]1CCN(C(=O)C2CCCCC2)C[C@@H]1CC1=NCCc2ccccc21	?
c1ccc(CNC2C3CC4CC(C3)CC2C4)nc1 (configuration not stated)	12%
Cc1ccc2nc(C)c(C(=O)N3CCN(S(=O)(=O)c4ccc(F)cc4)CC3)cc2c1	-2%
O=C(c1ccc(F)cc1)N1c2ncnn2C2(CCCCC2)[C@@H]2CCCC[C@@H]21	1%
O=C(c1ccc2c(c1)OCO2)N(Cc1ccccc1)Cc1ccccc1	-2%
C=C(C)CN1CCN(c2nc3c(c(=O)[nH]c(=O)n3C)n2Cc2cccc(Cl)c2)CC1	12%
CCn1ncc(N2CCC(NC(=O)c3cccc(OC)c3OC)CC2)cc1=O	-15%
COc1ccccc1NC(=O)Cn1c(=O)oc2cc(S(=O)(=O)NCc3ccccc3)ccc21	-66%
O=C1c2ccccc2OCC2(CCN([S+](=O)([O-])c3cccc(C(F)(F)F)c3)C2)N1[S+](=O)([O-])c1cccc(C(F)(F)F)c1 (configuration not stated)	-2%
N#Cc1c(NC(=O)c2cc(=O)c3ccccc3o2)sc2c1CCCC2	-8%
CCn1c(C)cc(C(=O)CSc2nc3cc(S(N)(=O)=O)ccc3n2C)c1C	5%
COCc1cc(C)nc2c1C(=O)NC(c1ccc(Br)cc1)N2Cc1ccccc1 (configuration not stated)	?
COc1cc(Cl)cc(CN2CCN(c3ncccc3C#N)CC2)c1OC	?
COc1ccc(-n2nc(C3CCN(C(=O)c4ccc(C)cc4)CC3)[nH]c2=O)cc1	-8%
O/N=C/c1cn(-c2ccccc2)nc1-c1ccncc1	15%
COc1cc(NC(=O)C2CCCCC(=O)N2)cc(OC)c1 (configuration not stated)	29%
O=C(O)c1ccc(/C=C/c2ccc3ccccc3n2)cc1	?
CC(=O)c1ccc(S(=O)(=O)N2CCN(C(=O)CSc3ccc(F)cc3)CC2)cc1	-3%
COc1ccc(C(=O)Nc2nc(-c3nnn(-c4ccc(F)cc4F)c3C)ns2)cc1	-24%

Four compounds from above, sorted by count of non-hydrogen atoms, rising.
SMILES	KDM5B inhibitor
O=C(O)c1ccc(/C=C/c2ccc3ccccc3n2)cc1	?
COc1cc(Cl)cc(CN2CCN(c3ncccc3C#N)CC2)c1OC	?
COc1ccc(-n2nc(C3CCN(C(=O)c4ccc(C)cc4)CC3)[nH]c2=O)cc1	-8%
O=C1c2ccccc2OCC2(CCN([S+](=O)([O-])c3cccc(C(F)(F)F)c3)C2)N1[S+](=O)([O-])c1cccc(C(F)(F)F)c1 (configuration not stated)	-2%

Continuation:
SMILES	KDM5B inhibitor
CCCCNC(=O)c1cc(-c2ccc(OC)cc2)nc2n[nH]c(-c3cccc([N+](=O)[O-])c3)c12	-3%
Cc1ccc(NC(=O)C2CCCN(S(=O)(=O)c3ccc(F)cc3)C2)cc1 (configuration not stated)	-16%
COc1cccc(C(=O)Nc2nc3c(s2)CCCC3)c1	-24%
CCN(CC)S(=O)(=O)c1ccc(N2CCOCC2)c(NC(=O)C(C)(C)C)c1	41%[activator]
CCn1c(SCC(=O)NCC(F)(F)F)nnc1-c1ccncc1	12%
COCCO[C@H]1C(=O)N(C2CCN(Cc3ccc(C#N)cc3)CC2)[C@H]1c1ccncc1	?
Cc1ccc(C(=O)N2CCC3(C2)C(=O)N(CCc2ccccc2)c2ccccc23)cc1 (configuration not stated)	-16%&-21%
CSCC(C)N1CCC(n2nccc2NC(=O)c2ccccc2C)CC1 (configuration not stated)	7%
Nc1c(C(=O)Nc2ccccc2C(F)(F)F)nnn1-c1ccccc1	10%
COc1ccc(O[C@H]2COCCN(C(=O)C3CCCC3)C2)cc1	15%[86.2 µM]
Cc1cccc(NC(=O)Cn2c(N3CCCCC3)nc(C)c(C)c2=O)c1	3%
CC(=O)C1=C(C)Nc2ncnn2C1c1ccc(Br)cc1 (configuration not stated)	11%
COC(=O)CCNC(=O)NC(CCC(C)C)c1c(-n2cccc2)sc2c1CCN(C)C2 (configuration not stated)	?
CCOc1nccnc1NC1CCN(C(=O)Cc2cccs2)CC1	32µM*
O=C1N[C@@H]2CCN(S(=O)(=O)c3ccccc3)[C@@H]2C(=O)N1c1ccc(Oc2ccccc2)cc1	1%
Cn1cnnc1CC1CCN(C(=O)c2cc3c([nH]c2=O)CCCC3)CC1	-16%
CC(C)Cn1c(SCC(=O)NCc2ccc(Cl)cc2)nc2ncccc2c1=O	19%
O=C(Nc1cccc(-c2nc3cc(Cl)ccc3o2)c1)c1ccc(F)cc1	?
CC(C)C[C@@H](NC(=O)C1=C[C@@H](NC(=O)Nc2ccc(F)cc2F)[C@@H](O)[C@H](O)C1)C(N)=O	-5%
Cc1c(C(=O)N(C)C)sc2c1c(=O)n(-c1ccc(Cl)cc1)c(=O)n2Cc1ccccc1F	-6%
COc1ccc(OCC(=O)Nc2c3c(nn2-c2ccccc2)CS(=O)(=O)C3)cc1	-20%
CCCNC(=O)N1CCCC2(CCC(=O)N(CCc3ccccc3)C2)C1 (configuration not stated)	15%
COc1ccccc1CNC(=O)CN1C(=O)c2ccccc2S1(=O)=O	19%
CN(C(=O)C(C)(C)C)C1CCc2ccccc21 (configuration not stated)	6%[115 µM]
C=CCC1(C#N)C(=S)NC(C)=C(C(=O)OCC)C1c1ccccc1 (configuration not stated)	-5%

Additional compounds.
SMILES	KDM5B inhibitor
CCn1nc(C(=O)OCC(=O)c2cc(C)n(CCC(C)C)c2C)c2ccccc2c1=O	-5%
O=C(NC1CC1)c1ccccc1OCC1CCCN(Cc2cn[nH]c2-c2cccs2)C1 (configuration not stated)	-2%
Cc1cc2nc(/C(C#N)=C/c3ccccc3)[nH]c2cc1C	-22%
Cc1noc(C)c1S(=O)(=O)N1CCCC(c2[nH]ccc2C(N)=O)C1 (configuration not stated)	-9%
CCn1c(CC(=O)Nc2ccccc2)nnc1SCC(=O)NC1=NCCS1	-10%
NC(=O)[C@H]1C[C@@H](O)[C@H](O)[C@H]2[C@@H]1SC(=NCC1CCCCC1)N2Cc1ccc(F)cc1	-20%[86.2 µM]
COCc1noc([C@@H]2CC(F)(F)CN2C(=O)CCn2cccn2)n1	29%
CCCCn1c(=O)[nH]c(=O)c2c1nc(-c1cccc(OCC)c1OC)n2CCOC	-7%
Cc1noc([C@@H]2CN(C(=O)Cc3c(F)cccc3Cl)C[C@H]2C(N)=O)n1	-6%
O=S(=O)(c1ccc(Oc2ccc3ccccc3c2)nc1)N1CCOCC1	11%
Oc1ccc(C2=CSC3=NCCN23)cc1O	?
CCC1Oc2ccc(NC(=O)Cc3cccs3)cc2CN(C(CC)c2ccccc2)C1=O (configuration not stated)	3%
COc1cccc(Nc2ncc3c(n2)C(C)(C(=O)Nc2ccc(OC)nc2)CC3)c1 (configuration not stated)	?
O=C(C1CCCC1)N1CCCCC12Cc1ccccc1NC2=O (configuration not stated)	14%[86.2 µM]
COCCCNC(=O)c1cccc2c1CCN2C(=O)Nc1cccc(C)c1	-18%
CCn1c(SCc2ccc(F)cc2Cl)nnc1-c1cnccn1	-11%
CC(CNC(=O)c1ccc2cc[nH]c2c1)c1ccccc1 (configuration not stated)	?
N#Cc1ccccc1CN1CCNc2nc(CNCc3ccccc3)n(Cc3ccccc3)c2C1=O	?
COc1ccc(-c2noc([C@@H]3C[C@@H](O)CN3C(C)C)n2)cc1	?
CC(C)Cc1cc(CN2CCC(CO)(CN3CCCC3)CC2)[nH]n1	-9%
O=C(NCC(O)COc1ccc(C(F)(F)F)cc1)C1CCCCC1 (configuration not stated)	7%
Cc1ccc(Sc2cc3ccccc3oc2=O)cc1	?
O=C(Nc1ccccc1)c1cccc(CSc2cccc[n+]2[O-])c1	-5%
Cc1ccc(NC(=O)CSc2nc3ccccc3c3nc(CCn4cncc4C)nn23)cc1F	15%
CC(C)(C)c1ccc(/C=N/NC(=O)Cc2ccc(Br)cc2)cc1	11%

The list goes on.
SMILES	KDM5B inhibitor
O=C1c2ccsc2SCCN1Cc1ccc(F)cc1	35%
CCOC(=O)c1cc(-c2ccccc2)n(CCC(=O)Nc2nc3c(C)cccc3s2)c1C	?
Cc1cc(C)c2c(n1)SCC(=O)N2CC(=O)Nc1c(C)cccc1C	14%
COCCC(=O)N[C@@H]1CN(Cc2ccccc2)C[C@H]1CO	8%
NC(=O)c1ccc(NC(=O)Cn2ccc3cc(Cl)ccc32)cc1	6%
Cc1cc(OCC(=O)NCCCN2CCCC2=O)c2c(C)cc(=O)oc2c1	i
O=C1CN(C(=O)c2ccc(S(=O)(=O)N3CCCC3)cc2)C(c2ccc(F)cc2)c2cc(Br)ccc2N1 (configuration not stated)	-2%
O=C(CC1N=C2c3ccccc3N=C(SCc3ccc(F)cc3)N2C1=O)NCc1cccs1 (configuration not stated)	-10%
CCCNC(=O)C1COC2(CCN(C(=O)CC(C)(C)C)CC2)N1C(=O)c1cccc(OC)c1 (configuration not stated)	-21%
CC(C)S(=O)(=O)N1CC[C@H]2C(=O)NCCCCCCN(Cc3ccncc3)[C@@H]2C1	?
COc1ccc(-c2nc(C#N)c(NCc3ccc4c(c3)OCO4)o2)cc1	?
Cc1noc2c(N(C)C)cc(-c3cccnc3)nc12	1%[115 µM]
CCOc1ccc(CN2C(=O)c3ccccc3Sc3ccc(C(=O)OC)cc32)cc1	-18%
COc1ccc(NC(=O)CCOc2cc(C)ccc2C)cc1Cl	-20%
CC(C)N(C)S(=O)(=O)c1ccc(Cl)c(C(=O)N2CCCC2C(=O)O)c1 (configuration not stated)	-4%
CC(C)N1C[C@H](O)C[C@H]1c1nnc2n1CCN(C(=O)c1ccccn1)CC2	-24%
O=C(NCC(F)(F)F)c1cc(C2CC2)nc2onc(C3CCCNC3)c12 (configuration not stated)	?
O=Cc1cccc(-c2cccs2)c1	-12%[230 µM]
CN(Cc1ccc(F)cc1)S(=O)(=O)c1cccs1	0%[86.2 µM]

Entries listed above printed as active in KDM5B inhibitor:
SMILES	KDM5B inhibitor
COCC1CN(C)CC12CCN(Cc1ccc(F)c(Cl)c1)CC2 (configuration not stated)	28µM*
CN(C)c1cccc(-c2cnc(Nc3ccncc3)c3c2CCO3)c1	28µM*
CCOc1nccnc1NC1CCN(C(=O)Cc2cccs2)CC1	32µM*

The list is partial, so the mix of outcomes need not match the whole.
